TDP2 inh = human TDP2 enzyme inhibitors, primary screen, biochemical, epi absorbance, recombinant enzyme; 0.34% of 370,000 active; AID 720702, 2013; T5PNP hydrolysis, p-nitrophenol absorbance 415 nm; Tyrosyl-DNA phosphodiesterase 2 (Homo sapiens), O95551; inhibition, % at 12.8 µM;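 active means inhibition above the mean of all tested compounds plus 3 SD, set per campaign, cut at about 25% in these data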;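 further: 0% = DMSO with enzyme and 100% = buffer with substrate but no TDP2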
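Assay system: Recombinant human TDP2 | Quantity: 120 nM TDP2 per well | Incubation: 2 h at 37 °C | Signal: Epi absorbance | Evaluation: Percent inhibition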
DDE Tn6 FP inh = inhibitors of Tn6 peptide binding to fibrin DD(E), primary screen, biochemical, fluorescence polarization, human fibrin, Tn6 probe. Fibrin DD(E) TRITC-Tn6 fluorescence polarization displacement. 0.21% of 370,000 active. Fibrinogen beta chain (Homo sapiens), P02675. AID 720509, 2013. inhibition, % at 8.3 µM;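 active means inhibition above a per-campaign cutoff: mean of compounds within control limits plus 3 SD, cut at about 15% in these data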;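 further: 0% = median of all compound wells on the plate and 100% = blocking peptide control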
KLK7 zymogen act = proKLK7 zymogen activators, primary screen, biochemical, fluorescence intensity; AID 652039, 2013; 0.9% of 370,000 active; activation, % at 7 µM; purified proKLK7, EDANS-DABCYL substrate fluorescence; 100% is mature enzyme control, 0% vehicle;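 active means activation above the mean of all tested compounds plus 3 SD, computed per campaign excluding outliers beyond control limits, cut at about 13% in these data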
Target sequence (P49862 whole entry, looked up): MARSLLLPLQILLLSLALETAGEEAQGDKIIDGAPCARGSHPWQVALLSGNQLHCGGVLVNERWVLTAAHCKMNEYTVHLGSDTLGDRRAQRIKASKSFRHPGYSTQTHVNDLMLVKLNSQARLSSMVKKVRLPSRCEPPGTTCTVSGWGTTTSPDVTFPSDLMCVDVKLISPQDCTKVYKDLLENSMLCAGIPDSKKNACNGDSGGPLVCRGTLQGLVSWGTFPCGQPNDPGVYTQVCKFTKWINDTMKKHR
PLC-gamma1 inh = PLC-gamma1 enzyme inhibitors, primary screen, biochemical, fluorescence, purified enzyme | 1-phosphatidylinositol 4,5-bisphosphate phosphodiesterase gamma-1 (Homo sapiens), P19174 | fluorogenic substrate | inhibition, % at 12.2 µM | 0.84% of 370,000 active; in the data active means inhibition above about 9.5%
ARFGAP1 inh = inhibitors of rat ARFGAP1 GAP activity, primary screen, biochemical, fluorescence polarization, GDP tracer. 0.26% of 360,000 active. Arfgap1-stimulated ARF1 GTP hydrolysis, GDP FP detection. inhibition, % at 16.5 µM. ADP-ribosylation factor GTPase-activating protein 1 (Rattus norvegicus), Q62848. AID 651572, 2012;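 active means inhibition above a per-plate limit, mean inhibition of low control wells plus 3 SD, cut at about 25% in these data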;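 further: 0% = DMSO wells with enzyme and 100% = wells lacking Arfgap1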
Target sequence (Q62848 1-136 limits assumed): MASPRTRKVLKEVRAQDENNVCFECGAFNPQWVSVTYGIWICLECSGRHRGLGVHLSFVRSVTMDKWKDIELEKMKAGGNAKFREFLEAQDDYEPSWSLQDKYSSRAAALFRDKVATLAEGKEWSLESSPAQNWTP
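System: truncated rat Arfgap1 GAP domain / Benchmarks: high control wells lacking Arfgap1, low control full reaction with DMSO / Times: compound-enzyme preincubation 20 min, reaction 120 min, detection 60 min, 25 °C / Repeats: one replicate per compound / Also added: human ARF1(Δ1-17)-GTP substrate / Measured by: Tracer-displacement fluorescence polarization with EDTA stop, 620/688 nm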
ASAP1 GAP inh = inhibitors of human ASAP1 ArfGAP activity, primary screen, biochemical, fluorescence polarization; Arf-GAP with SH3 domain, ANK repeat and PH domain-containing protein 1 (Homo sapiens), …; inhibition, % at 16.5 µM; ASAP1-stimulated ARF1 GTP hydrolysis, GDP FP detection; 0.19% of 360,000 active; in the data active means inhibition above about 25%;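 further: 0% = vehicle with enzyme and substrate and 100% = no enzyme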
ADAM17 inh = ADAM17 inhibitors, primary screen, biochemical, QFRET; inhibition, % at 6.95 µM; AID 720648, 2013; 0.83% of 370,000 active; recombinant ADAM17, EDANS/DABCYL FRET peptide cleavage;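 active means inhibition above the mean of compounds lying between control limits plus 3 SD, set per campaign, cut at about 8.5% in these data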;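 further: 0% = DMSO-only wells as the low control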
Target sequence (P78536 215-824 limits assumed): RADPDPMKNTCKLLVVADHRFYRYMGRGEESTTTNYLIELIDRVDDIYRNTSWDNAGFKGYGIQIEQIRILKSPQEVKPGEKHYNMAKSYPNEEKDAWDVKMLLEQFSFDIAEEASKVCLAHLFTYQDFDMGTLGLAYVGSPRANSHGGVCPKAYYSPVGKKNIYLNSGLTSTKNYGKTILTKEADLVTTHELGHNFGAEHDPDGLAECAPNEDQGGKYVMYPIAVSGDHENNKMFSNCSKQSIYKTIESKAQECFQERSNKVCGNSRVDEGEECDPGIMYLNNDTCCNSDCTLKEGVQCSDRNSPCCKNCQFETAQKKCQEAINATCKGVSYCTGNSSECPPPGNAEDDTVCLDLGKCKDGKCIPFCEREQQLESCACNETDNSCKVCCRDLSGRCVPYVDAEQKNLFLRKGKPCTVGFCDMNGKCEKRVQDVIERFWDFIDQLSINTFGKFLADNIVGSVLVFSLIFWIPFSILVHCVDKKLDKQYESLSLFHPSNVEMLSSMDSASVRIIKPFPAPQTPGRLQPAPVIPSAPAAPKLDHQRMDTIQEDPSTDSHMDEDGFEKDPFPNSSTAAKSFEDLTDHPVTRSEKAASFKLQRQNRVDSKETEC
LEDGF integ inh = blockers of LEDGF/p75-dependent integrase strand transfer – biochemical, TR-FRET, high throughput, primary screen | AID 743269, 2014 | inhibition, % at 3.7 µM | TR-FRET IN-LEDGF/p75 DNA integration, Eu/Cy5 | 0.64% of 370,000 active;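 active means inhibition above the screen-wide mean plus 3 SD, cut at about 13% in these data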;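 further: signal is the Cy5 over europium emission ratio at 671 and 618 nm; 0% = plate median of compound wells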
DDE Tn7 FP inh = inhibitors of Tn7 peptide binding to fibrin DD(E), primary screen, biochemical, fluorescence polarization, human fibrin, Tn7 probe; inhibition, % at 8.3 µM; AID 720508, 2013; FP displacement of FITC-Tn7 peptide from fibrin DD(E); 0% = median of compound wells per plate; Fibrinogen beta chain (Homo sapiens), P02675; 0.13% of 370,000 active;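 active means inhibition above the mean of compounds falling within the control limits plus 3 SD of them, cut at about 14% in these data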;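 further: 0% = plate median of compound wells and 100% = 10 µM Aha-Tn7 peptide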
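System: human fibrin DD(E); quantity: Fibrin-DD(E) at 2 µM final; also added: fluorescent Tn7 probe at 0.1 µM; compound dosing: single nominal test concentration of 8.3 µM per compound; schedule: 10 min preincubation, 3 h with tracer, room temperature; detection: fluorescence polarization of the labelled Tn7 tracer; repeats: one replicate per compound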
ADAM10 inh = human ADAM10 inhibitors, primary screen, biochemical, QFRET, HTS; Disintegrin and metalloproteinase domain-containing protein 10 (Homo sapiens), O14672; AID 720582, 2013; inhibition, % at 7 µM; 0.62% of 370,000 active; recombinant ADAM10, EDANS/DABCYL FRET peptide cleavage, 3 h;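 active means inhibition above a per-campaign cutoff equal to the mean of compounds falling between control-based bounds plus 3 SD, cut at about 20% in these data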;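 further: 0% = DMSO wells while the 100% control is not disclosed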
* = called active by the depositor.

What do the screens show for `O=[N+]([O-])c1ccc(N2CCN(C(=S)NC3CCCCC3)CC2)cc1`?
TDP2 inh: -4; DDE Tn6 FP inh: 1; KLK7 zymogen act: 0.6; PLC-gamma1 inh: -1; ARFGAP1 inh: 5; ASAP1 GAP inh: 5; ADAM17 inh: 2; LEDGF integ inh: 0; DDE Tn7 FP inh: 2; ADAM10 inh: 13

Results for Cc1[nH]c(N)nc(=S)c1CCCNc1ccccc1 ?
TDP2 inh: -7; DDE Tn6 FP inh: -1; KLK7 zymogen act: -0.5; PLC-gamma1 inh: 5; ARFGAP1 inh: 4; ASAP1 GAP inh: 3; ADAM17 inh: -7; LEDGF integ inh: -3; DDE Tn7 FP inh: 8; ADAM10 inh: -13

Results for CC(=O)N1CCc2cc(S(=O)(=O)NC(C(=O)N3CCN(c4ccccc4F)CC3)C(C)C)ccc21 (configuration not stated) ?
TDP2 inh: -5; DDE Tn6 FP inh: 7; KLK7 zymogen act: 0.2; PLC-gamma1 inh: 1; ARFGAP1 inh: 17; ASAP1 GAP inh: 6; ADAM17 inh: 1; LEDGF integ inh: -1; DDE Tn7 FP inh: -2; ADAM10 inh: 1

What do the screens show for `COc1ccc(NC(=S)N2CCN(C(=O)C3CCCO3)CC2)c(OC)c1` (configuration not stated)?
TDP2 inh: 4; DDE Tn6 FP inh: 2; KLK7 zymogen act: 0.1; PLC-gamma1 inh: 0; ARFGAP1 inh: 10; ASAP1 GAP inh: 4; ADAM17 inh: -2; LEDGF integ inh: -1; DDE Tn7 FP inh: 9; ADAM10 inh: -4

What do the screens show for `CCCCOC(=O)c1ccc(NC(=O)CSc2nncn2C)cc1`?
TDP2 inh: -9; DDE Tn6 FP inh: -6; KLK7 zymogen act: 0.0; PLC-gamma1 inh: 2; ARFGAP1 inh: 5; ASAP1 GAP inh: 10; ADAM17 inh: 1; LEDGF integ inh: 3; DDE Tn7 FP inh: -10; ADAM10 inh: 12

How did CCOC(=O)c1cccc(OC(=O)CCNC(=O)c2ccc(Cl)cc2)c1 do in these assays?
TDP2 inh: 7; DDE Tn6 FP inh: 0; KLK7 zymogen act: -0.2; PLC-gamma1 inh: -2; ARFGAP1 inh: -12; ASAP1 GAP inh: 7; ADAM17 inh: 1; LEDGF integ inh: 2; DDE Tn7 FP inh: -11; ADAM10 inh: 2

What do the screens show for `CC(=O)Nc1ccc2c(c1)C(=O)c1ccccc1C2=O`?
TDP2 inh: 4; DDE Tn6 FP inh: -3; KLK7 zymogen act: 0.4; PLC-gamma1 inh: -27; ARFGAP1 inh: 7; ASAP1 GAP inh: 1; ADAM17 inh: 1; LEDGF integ inh: 0; DDE Tn7 FP inh: -1; ADAM10 inh: 7

What do the screens show for `Cc1ccc(-n2c(SCc3cccc4ccccc34)nnc2-c2ccccn2)cc1`?
TDP2 inh: -9; DDE Tn6 FP inh: 4; KLK7 zymogen act: 0.8; PLC-gamma1 inh: 4; ADAM17 inh: 6; LEDGF integ inh: 3; DDE Tn7 FP inh: -9; ADAM10 inh: 19

How did C=CCn1c(C)csc1=Nc1ccc(C(=O)O)cc1 do in these assays?
TDP2 inh: -3; DDE Tn6 FP inh: 5; KLK7 zymogen act: -0.3; PLC-gamma1 inh: 0; ARFGAP1 inh: 1; ASAP1 GAP inh: -10; ADAM17 inh: -2; LEDGF integ inh: -1; DDE Tn7 FP inh: 13; ADAM10 inh: 4

How did COc1c(F)c(F)c(C(=O)Nc2ccc(-c3nc4ccccc4[nH]3)cc2)c(F)c1F do in these assays?
TDP2 inh: -8; DDE Tn6 FP inh: 0; KLK7 zymogen act: 0.4; PLC-gamma1 inh: -15; ARFGAP1 inh: -2; ASAP1 GAP inh: 12; ADAM17 inh: -8; LEDGF integ inh: 2; DDE Tn7 FP inh: -2; ADAM10 inh: -24

How did CCOC(=O)N1CCN(C(=O)c2cnc(Nc3ccccc3OC)c3ccccc23)CC1 do in these assays?
TDP2 inh: 7; DDE Tn6 FP inh: 5; KLK7 zymogen act: 0.7; PLC-gamma1 inh: -74; ARFGAP1 inh: 16; ASAP1 GAP inh: -5; ADAM17 inh: 5; LEDGF integ inh: -2; DDE Tn7 FP inh: 2; ADAM10 inh: -8

What do the screens show for `CC(NC(=O)COC(=O)c1ccc(CO)cc1)C1CC2CCC1C2` (configuration not stated)?
TDP2 inh: 2; DDE Tn6 FP inh: 3; KLK7 zymogen act: 0.7; PLC-gamma1 inh: 1; ARFGAP1 inh: -5; ASAP1 GAP inh: 3; ADAM17 inh: 1; LEDGF integ inh: 0; DDE Tn7 FP inh: 4; ADAM10 inh: -4

Results for O=C(CCl)N1CCN(S(=O)(=O)Cc2ccccc2)CC1 ?
TDP2 inh: 5; DDE Tn6 FP inh: -2; KLK7 zymogen act: -0.2; PLC-gamma1 inh: 5; ARFGAP1 inh: -8; ASAP1 GAP inh: 0; ADAM17 inh: -3; LEDGF integ inh: -2; DDE Tn7 FP inh: 0; ADAM10 inh: -8

Results for COc1ccc(NC(=O)C(=S)NC2CCCCC2)cc1 ?
TDP2 inh: -4; DDE Tn6 FP inh: 9; KLK7 zymogen act: 0.0; PLC-gamma1 inh: 6; ARFGAP1 inh: 3; ASAP1 GAP inh: 6; ADAM17 inh: 0; LEDGF integ inh: -4; DDE Tn7 FP inh: 8; ADAM10 inh: 5

Results for CCOc1ccc(CC(=O)NCC(=O)NCc2cc(=O)n(C)c(=O)n2C)cc1 ?
TDP2 inh: -1; DDE Tn6 FP inh: 5; KLK7 zymogen act: 0.0; PLC-gamma1 inh: 0; ARFGAP1 inh: -5; ASAP1 GAP inh: -15; ADAM17 inh: -6; LEDGF integ inh: 1; DDE Tn7 FP inh: 7; ADAM10 inh: -9

How did O=C(NCC(=O)N(c1ccccc1F)C(C(=O)NC1CCCC1)c1ccncc1)c1ccco1 (configuration not stated) do in these assays?
TDP2 inh: -2; DDE Tn6 FP inh: -4; KLK7 zymogen act: 0.0; PLC-gamma1 inh: 1; ARFGAP1 inh: 2; ASAP1 GAP inh: 10; ADAM17 inh: -3; LEDGF integ inh: -4; DDE Tn7 FP inh: -2; ADAM10 inh: -3

Results for COc1ccc(S(=O)(=O)N(C)CC(=O)N2CCC(C(N)=O)CC2)cc1 ?
TDP2 inh: -1; DDE Tn6 FP inh: 0; KLK7 zymogen act: 0.3; PLC-gamma1 inh: -48; ARFGAP1 inh: 8; ASAP1 GAP inh: -6; ADAM17 inh: -1; LEDGF integ inh: 3; DDE Tn7 FP inh: 6; ADAM10 inh: -4

Results for C=C(C)COc1ccc(-c2n[nH]c(C)c2-c2ccccc2)c(O)c1 ?
TDP2 inh: -14; DDE Tn6 FP inh: 2; KLK7 zymogen act: -0.2; PLC-gamma1 inh: 1; ARFGAP1 inh: 8; ASAP1 GAP inh: 6; ADAM17 inh: 11*; LEDGF integ inh: -2; DDE Tn7 FP inh: -3; ADAM10 inh: 24*

Results for NCCCC[C@@H](C(=O)N1CCNCC1)n1cc(CN)nn1 ?
TDP2 inh: 1; DDE Tn6 FP inh: -3; KLK7 zymogen act: 0.3; PLC-gamma1 inh: 1; ARFGAP1 inh: 9; ASAP1 GAP inh: -1; ADAM17 inh: -4; LEDGF integ inh: -4; DDE Tn7 FP inh: 4; ADAM10 inh: 1

What do the screens show for `Cc1cc(/C=C2/NC(=O)NC2=O)c(C)n1-c1cccnc1`?
TDP2 inh: 1; DDE Tn6 FP inh: 5; KLK7 zymogen act: 0.2; PLC-gamma1 inh: -9; ARFGAP1 inh: -14; ASAP1 GAP inh: -10; ADAM17 inh: -1; LEDGF integ inh: 1; DDE Tn7 FP inh: 2; ADAM10 inh: -10

How did COc1cc(/C=N/NC(=O)CN(Cc2ccccc2)S(=O)(=O)c2ccc3c(c2)OCCO3)ccc1O do in these assays?
TDP2 inh: 7; DDE Tn6 FP inh: -4; KLK7 zymogen act: -2.8; PLC-gamma1 inh: -3; ARFGAP1 inh: 17; ASAP1 GAP inh: 4; ADAM17 inh: 1; LEDGF integ inh: -2; DDE Tn7 FP inh: 0; ADAM10 inh: -8

How did CCOCCCNc1nc2c(-c3ccccc3)nnn2c2ccccc12 do in these assays?
TDP2 inh: 7; DDE Tn6 FP inh: 0; KLK7 zymogen act: -5.1; PLC-gamma1 inh: -56; ARFGAP1 inh: 13; ASAP1 GAP inh: 12; ADAM17 inh: -7; LEDGF integ inh: 2; DDE Tn7 FP inh: 4; ADAM10 inh: -28

How did O=C(NCCCn1ccnc1)Nc1ccc(Cl)cc1 do in these assays?
TDP2 inh: -1; DDE Tn6 FP inh: 3; KLK7 zymogen act: 0.2; PLC-gamma1 inh: 2; ARFGAP1 inh: 3; ASAP1 GAP inh: -11; ADAM17 inh: -4; LEDGF integ inh: -3; DDE Tn7 FP inh: 5; ADAM10 inh: -4

Results for NC(=O)CC(NC(=O)Cc1cccc2ccccc12)c1ccc(NC2CCCCC2)c([N+](=O)[O-])c1 (configuration not stated) ?
TDP2 inh: 9; DDE Tn6 FP inh: 3; KLK7 zymogen act: 0.0; PLC-gamma1 inh: 1; ARFGAP1 inh: 9; ASAP1 GAP inh: -6; ADAM17 inh: -1; LEDGF integ inh: -2; DDE Tn7 FP inh: -4; ADAM10 inh: 1

How did O=C(N/N=C/c1c(F)cccc1Cl)c1ccc(Cn2cc(Br)cn2)o1 do in these assays?
TDP2 inh: 9; DDE Tn6 FP inh: -17; KLK7 zymogen act: -0.1; PLC-gamma1 inh: -2; ARFGAP1 inh: 1; ASAP1 GAP inh: 7; ADAM17 inh: -5; LEDGF integ inh: 1; DDE Tn7 FP inh: -5; ADAM10 inh: -11
